MLL CXXC-DNA inh: MLL CXXC-DNA interaction inhibition; Q03164; 0.037% of 290,000 active; Potency, µM (titrated, usually from 115 µM), for inactives: at the highest dose activity change, negative = inhibition, usual class: inhibitors; MLL-CXXC / FITC-HOXA9 DNA fluorescence polarization; active = well fitted inhibition curve with a large enough effect in the polarisation, with a control signal flat, not every such curve was filed as active; inconclusive = small, poorly fitted or top-dose-only effect, or effect the other way, or a change in a side signal; inactive = no such curve, though single readings can be large or run the other way; the % refers to the polarisation; also: potency is read from the fitted curve at half-maximal effect
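Steps: dispense CXXC domain solution (7 uM) → pin compounds or unlabeled HOX-A9 DNA control → 5 min ambient → add FLSN-HOX-A9 solution (50 nM) → spin → 30 min ambient → fluorescence polarization. Tris pH 7.5/NaCl/DTT/BSA buffer.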
KCNH2 3.1 inh: blocks the human KCNH2 3.1 channel isoform | U2OS KCNH2 3.1, thallium flux FluxOr; hits give low values | 0.95% of 340,000 active | activity change, % (tested at about 1.8 µM);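 active = maximum activity change below -70%; inconclusive = maximum activity change from -70% to -50%; inactive = maximum activity change above -50%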;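 also: thallium influx rate constant from kinetic fluorescence after stimulation buffer; % is scaled to controls: 0 for no effect and ±100 for the full control effect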
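We transduce U2OS cells with the mutant 3.1 virus, culture them overnight, load FluxOr with Red40 quencher for 45 min, then add stimulation buffer and read kinetically for 2 min to derive a normalized rate constant.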
TRPV1 ag: activates the human vanilloid receptor TRPV1. Q8NER1. TRPV1-expressing cells, Fluo-8 calcium influx, agonist mode. activation, % at 8.33 µM. 0.19% of 320,000 active. AID 540275; in the data active = activation above about 80%; inconclusive = between about 30% and that limit; also: 0% is about no effect
Target sequence (Q8NER1 whole entry, looked up): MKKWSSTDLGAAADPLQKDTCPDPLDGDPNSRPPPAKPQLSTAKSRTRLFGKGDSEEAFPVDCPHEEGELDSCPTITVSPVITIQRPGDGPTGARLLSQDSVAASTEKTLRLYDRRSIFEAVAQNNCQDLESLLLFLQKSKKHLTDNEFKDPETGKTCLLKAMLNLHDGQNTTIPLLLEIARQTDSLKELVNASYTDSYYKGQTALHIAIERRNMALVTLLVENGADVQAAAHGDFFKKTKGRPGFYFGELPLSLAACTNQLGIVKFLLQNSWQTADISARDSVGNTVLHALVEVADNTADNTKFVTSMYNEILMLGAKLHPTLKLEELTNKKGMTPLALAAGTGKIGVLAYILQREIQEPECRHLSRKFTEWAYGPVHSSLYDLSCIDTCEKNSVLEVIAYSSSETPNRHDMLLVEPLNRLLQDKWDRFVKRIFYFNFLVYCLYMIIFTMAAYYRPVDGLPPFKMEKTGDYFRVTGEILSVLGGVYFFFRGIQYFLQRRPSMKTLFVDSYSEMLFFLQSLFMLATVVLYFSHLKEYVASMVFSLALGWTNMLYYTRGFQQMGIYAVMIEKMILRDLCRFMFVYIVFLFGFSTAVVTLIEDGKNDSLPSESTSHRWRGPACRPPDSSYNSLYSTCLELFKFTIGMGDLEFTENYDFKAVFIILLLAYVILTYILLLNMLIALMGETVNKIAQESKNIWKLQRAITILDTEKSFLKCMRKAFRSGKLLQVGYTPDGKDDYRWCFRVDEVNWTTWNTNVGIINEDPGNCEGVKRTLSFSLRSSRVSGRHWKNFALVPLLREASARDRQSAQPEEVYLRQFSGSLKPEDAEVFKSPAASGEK
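Fluo-8 calcium influx in TRPV1-expressing cells, kinetic read (ex 480/em 520 nm). Compound added and read 3 min for agonist activity, followed by capsaicin at EC20 final and 2 min further read for enhancement.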
USP2a block: inhibitors of human ubiquitin-specific protease USP2a; USP2 core, Ub-CHOP2 coupled fluorogenic reporter, 485/531; Potency, µM (highest dose often 38.3 µM), for the others: top-dose activity change, negative = inhibition, actives largely listed as inhibitors; 0.01% of 330,000 active;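 also: potency is read from the fitted curve at half-maximal effect; plate controls were DMSO wells for no effect and full inhibition by NEM control for full effect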
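Cell-free coupled assay: 10nM USP2 core preincubated 30min RT with compound in Tris-HCl pH 8.0/CaCl2/CHAPS buffer, then 25nM Ub-CHOP2 and 25nM reporter substrate; fluorescence (Ex 485/Em 531) read after 60min RT, normalized to NEM inhibition, concentration-response curves fitted.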
Menin MLL FP TR: inhibitors of human menin-MLL interaction, mutant MLL peptide; O00255; Menin + Texas Red MLL mutant peptide, fluorescence polarization; Potency, µM (series often up to 61.6 µM), for the others: at the top dose FP activity change, negative = inhibition, most hits filed as inhibitors; 0.23% of 270,000 active; AID 1768; active = well fitted inhibition curve with a large enough effect in the polarisation, with a control signal flat, not every such curve was filed as active; inconclusive = small, poorly fitted or top-dose-only effect, or effect the other way, or a change in a side signal; inactive = no such curve, though single readings can be large or run the other way; the % refers to the polarisation; also: potency is read from the fitted curve at half-maximal effect; % of control where 0% means no effect; many of its hits are not listed in these tables
GALK inhibitor: inhibitors of human galactokinase. Purified GALK, Kinase-Glo residual ATP luminescence. P51570. Potency, µM (highest dose often 57.5 µM), for inactives: at the highest dose activity change, negative = inhibition, actives largely listed as inhibitors. 0.007% of 270,000 active; also: potency is read from the fitted curve at half-maximal effect; % is scaled to controls: 0 for no effect and ±100 for the full control effect
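GALK at 5 nM final was combined with compound, 35 uM ATP and 100 uM galactose in HEPES pH8.0 with MgCl2 and DTT. The reaction ran one hour at room temperature before luminescent ATP detection.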
KCNH2 WT inh: blocks the wildtype human KCNH2 potassium channel; activity change, % at 1.84 µM; 0.37% of 340,000 active; AID 720551; U2OS, BacMam KCNH2, thallium flux FluxOr; hits give low values;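 active = maximum activity change below -70%; inconclusive = maximum activity change between -70% and -50%; inactive = maximum activity change above -50%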; also: % is scaled to controls: 0 for no effect and ±100 for the full control effect
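U2OS cells transduced with wild-type KCNH2 virus are loaded with FluxOr dye for 45 min, and thallium flux is measured in kinetic reads before and after stimulation buffer. Rate constants are normalized to DMSO controls.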
B2AR arrestin: recruits beta-arrestin to the human beta2-adrenergic receptor; P07550; beta-arrestin recruitment to beta2AR, cell-based reporter; Potency, µM (series often up to 46.1 µM), inactives show at the highest dose activation, hits mostly activators; 0.02% of 330,000 active; AID 492947;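 also: potency is read from the fitted curve at half-maximal effect; 0% = DMSO controls and full agonism = EC100 isoproterenol or metaproterenol; nearly all actives have a fitted effect of over 65% in size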
FBPA coupling cs: coupling enzyme interference in Giardia aldolase counter-screen; coupling enzyme system counterscreen, AmpLite Red fluorescence; activity change, negative = inhibition, % at 58.2 µM, hits read low; 0.67% of 290,000 active; AID 2472; in the data active = activity change below about -30%; also: % is scaled to controls: 0 for no effect and ±100 for the full control effect
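Activity here indicates interference with the coupling reaction, not aldolase inhibition. Compounds at 57.5 uM final met coupling enzymes for 10 min at RT; substrate and AmpLite Red detection followed, with a 525/598 nm fluorescence read after 20 min.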
Giardia killer: Giardia lamblia killing. Giardia lamblia trophozoite viability. activity change, % at 7.66 µM, hits read low. 0.15% of 340,000 active. AID 540267; in the data active = activity change below about -80%; inconclusive = between about -30% and that limit;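 also: parasites exposed to compound for two days anaerobically before the ATP read; % is scaled to controls: 0 for no effect and ±100 for the full control effect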
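Anaerobic 48 hrs incubation at 37 deg C of 100 trophozoites/well with test compounds; ATPLite 1-Step luminescence, 15-30 min RT, reports cellular ATP as viability.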
PKM2 act: PKM2 (human) enzyme activation; Potency, µM (top dose mostly 57.5 µM), without a hit: at the top dose activation, actives largely listed as activators; purified PKM2, Kinase-Glo ATP luminescence, activation; response scale: 0% is enzyme alone, no compound; P14618; 0.34% of 260,000 active; also: potency is read from the fitted curve at half-maximal effect; % is scaled to controls: 0 for no effect and ±100 for the full control effect; nearly all actives have a fitted effect of over 55% in size
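hPK-M2, >95% pure; 0.1 mM ADP / 0.5 mM PEP final; imidazole pH7.2 buffer w/ 7 mM MgCl2, 50 mM KCl; 1 h RT; Kinase-Glo lum. Intermediate enzyme activity for dual inhibitor/activator qHTS.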
Active calls of the source: *; ? = inconclusive; · = not tested or not shown; [ ] = dose if it differs, or a comment. Unless noted, calls follow the shape of the dose curve; as a rule, active = well fitted curve in the direction sought with a large enough effect; inconclusive = small, poorly fitted or top-dose-only effect, or another doubt; inactive = no such curve, though single readings can be large; an effect the other way counts as inactive or inconclusive.

The opening three records (preview)
Structure	MLL CXXC-DNA inh	KCNH2 3.1 inh	TRPV1 ag	USP2a block	Menin MLL FP TR	GALK inhibitor	KCNH2 WT inh	B2AR arrestin	FBPA coupling cs	Giardia killer	PKM2 act
COc1ccccc1NC(CC(=O)c1ccccc1)C(=O)OCC(=O)c1ccc(C)cc1 (stereo not given)	0%	-19	1	-2%	0%	0%	-3	0.2%	0	1	9%
COc1cccc2cc(C(C)N(CCCN3CCOCC3)C(=S)Nc3cc(C)cc(C)c3)oc12 (stereo not given)	10%	14	14	-2%	-15%	-1%	4	0.3%	-1	-20	-2%
O=C(NCC(=O)N1CCN(Cc2ccccc2)CC1)c1cc(Cl)cc([N+](=O)[O-])c1	·	5	·	7%	·	·	12	-0.7%	·	2	·

All compounds of this part, from the first entry:
Structure	MLL CXXC-DNA inh	KCNH2 3.1 inh	TRPV1 ag	USP2a block	Menin MLL FP TR	GALK inhibitor	KCNH2 WT inh	B2AR arrestin	FBPA coupling cs	Giardia killer	PKM2 act
COc1ccccc1NC(CC(=O)c1ccccc1)C(=O)OCC(=O)c1ccc(C)cc1 (stereo not given)	0%	-19	1	-2%	0%	0%	-3	0.2%	0	1	9%
COc1cccc2cc(C(C)N(CCCN3CCOCC3)C(=S)Nc3cc(C)cc(C)c3)oc12 (stereo not given)	10%	14	14	-2%	-15%	-1%	4	0.3%	-1	-20	-2%
O=C(NCC(=O)N1CCN(Cc2ccccc2)CC1)c1cc(Cl)cc([N+](=O)[O-])c1	·	5	·	7%	·	·	12	-0.7%	·	2	·
COCc1ccc(-c2c(-c3ccccc3OC)sc3cc4c(cc23)OCO4)cc1	·	10	3	0%	·	·	-14	-1.1%	·	2	·
O=C(Cc1ccccc1)NNC1CC(=O)N(c2ccc(Oc3ccccc3)cc2)C1=O (stereo not given)	-3%	9	0	5%	·	-1%	-2	-0.4%	4	7	5%
CCOC(=O)Cn1ccc(NC(=O)c2ccc3c(c2)OCO3)n1	2%	-2	-1	1%	-9%	0%	-3	-0.8%	-3	-1	·
CC1C(=O)C(C)C(c2ccc3c(c2)OCO3)NC1c1ccc2c(c1)OCO2 (stereo not given)	-2%	-2	17	3%	-2%	-1%	-1	-0.2%	-1	-4	8%
Cc1[nH]c2ccc(-c3n[nH]c(=S)n3-c3ccc(Br)cc3)cc2c1C	4%	10	2	1%	?	0%	8	-0.1%	0	-1	7%

(cont.)
Structure	MLL CXXC-DNA inh	KCNH2 3.1 inh	TRPV1 ag	USP2a block	Menin MLL FP TR	GALK inhibitor	KCNH2 WT inh	B2AR arrestin	FBPA coupling cs	Giardia killer	PKM2 act
CCOC(=O)C1CCCN(c2nc3ccccc3nc2C(C#N)C(=O)OCC)C1 (stereo not given)	-2%	-21	?	12%	-4%	6%	3	0.3%	-11	11	-1%
CC(C)(C)OC(=O)N[C@@H](Cc1ccccc1)C(=O)NCC1CCC(C(=O)N[C@@H](CC(=O)O)C(=O)O)CC1 (stereo not given in full)	2%	-4	-4	-11%	-30%	-1%	-16	0.1%	-1	11	·
CC1CCN(C(c2ccccc2)c2nnnn2C(C)(C)C)CC1 (stereo not given)	-5%	-3	25	2%	?	-2%	0	-0.1%	-8	-2	-16%
Cc1ccc(C2CC(c3cccc(Cl)c3)n3nc(N)nc3N2)cc1 (stereo not given)	-4%	13	-2	0%	-6%	-3%	-4	-0.2%	0	9	3%
O=C(CC1C(=O)NCCN1Cc1ccc(Cl)c(F)c1)NC1CCC1 (stereo not given)	-1%	4	2	-2%	·	7%	-4	-0.3%	·	19	·
Cc1cccc2c(C(=O)N3CCN(c4ccccn4)CC3)cc(-c3cccc(Br)c3)nc12	?	-18	-2	-1%	14%	6%	-14	-1.0%	0	-6	-1%
COc1cccc(CNC(=O)COC(=O)c2c(C)nn(-c3ccccc3)c2Cl)c1	·	4	26	-1%	·	·	2	-0.1%	·	-5	·
Cc1ccc(N/C(=N/S(=O)(=O)c2cccs2)c2ccccc2)c(C)c1	15%	·	2	1%	0%	-1%	-3	0.1%	0	-2	-4%

Next results follow:
Structure	MLL CXXC-DNA inh	KCNH2 3.1 inh	TRPV1 ag	USP2a block	Menin MLL FP TR	GALK inhibitor	KCNH2 WT inh	B2AR arrestin	FBPA coupling cs	Giardia killer	PKM2 act
CCC(CO)Oc1cc(NCc2ccccn2)c2ncn(C(C)C)c2c1 (stereo not given)	·	-7	·	5%	·	·	2	0.1%	·	5	·
COc1cc(OC)cc(-c2nc3nc(C)c(CCC(=O)NCc4ccco4)c(C)n3n2)c1	16%	12	0	4%	1%	-1%	7	0.2%	1	1	-3%
O=C(O)c1cccc(Cl)n1	4%	2	-1	-1%	·	1%	-27	-0.5%	0	-7	1%
NC(=O)CC(NC(=O)c1cccc(Br)c1)c1ccc(N2CCCCCC2)c([N+](=O)[O-])c1 (stereo not given)	-11%	4	-1	2%	45%[activator]	·	-6	-0.9%	-2	-6	6%
CN1CCN(C(=O)c2cnn(-c3ccccc3)c2NC(=O)c2ccc([N+](=O)[O-])cc2)CC1	0%	-31	-8	6%	-7%	0%	-5	-0.7%	-1	-15	·
CCCCc1cc(=O)oc2c(CN3CCCC3)c(O)c(Cl)cc12	6%	-12	0	2%	2%	0%	10	0.0%	-2	12	-3%
COc1ccc(CCNC(=O)CSc2nnc(-c3ccc(F)cc3)c3ccccc23)cc1OC	15%	-17	-9	0%	-14%	-1%	5	8.7%	2	0	-2%
COc1ccc(/C=C/C(=O)NC2CCS(=O)(=O)C2)cc1 (stereo not given)	·	13	0	-1%	·	·	-3	-0.1%	·	4	·

(further entries)
Structure	MLL CXXC-DNA inh	KCNH2 3.1 inh	TRPV1 ag	USP2a block	Menin MLL FP TR	GALK inhibitor	KCNH2 WT inh	B2AR arrestin	FBPA coupling cs	Giardia killer	PKM2 act
O=C(NCc1ccco1)c1cc(S(=O)(=O)N2CCOCC2)ccc1Br	15%	-9	3	1%	·	1%	20	-0.1%	·	-2	·
COC(=O)CSc1nc(-c2ccccc2)nc2ccc(F)cc12	3%	-9	28	1%	16%	-3%	0	-0.4%	8	19	-3%
Cc1ccccc1CC1(CO)CCCN(C(=O)c2cc(-c3ccccc3)no2)C1 (stereo not given)	-3%	-12	20	-11%	6%	1%	3	-0.4%	1	15	3%
CCOC(=O)c1oc2ccccc2c1NC(=O)c1ccc(S(=O)(=O)N(C)C)cc1	12%	-18	·	3%	·	0%	-2	-0.9%	-3	-20	-1%
CCN(CC(=O)Nc1c(F)cccc1F)C(=O)CCC(=O)c1ccc(C)cc1	·	11	0	3%	·	·	-1	-0.3%	·	-3	·
CCCCC(=O)Nc1ccc(C(=O)NNC(=O)CCc2ccccc2)cc1	-2%	-5	17	0%	7%	-2%	12	-1.0%	3	-6	-2%
COC(=O)c1ccc(NC(=S)N2CCN(Cc3ccccc3Cl)CC2)cc1	-9%	-4	19	-2%	-22%	-1%	7	-0.2%	0	13	-16%
O=C(CNC(=O)c1[nH]cnc1C(=O)NC(c1ccccc1)c1ccccc1)OCc1ccccc1	-5%	?	27	-7%	26%	·	-20	-0.2%	-4	11	-6%

The listing continues.
Structure	MLL CXXC-DNA inh	KCNH2 3.1 inh	TRPV1 ag	USP2a block	Menin MLL FP TR	GALK inhibitor	KCNH2 WT inh	B2AR arrestin	FBPA coupling cs	Giardia killer	PKM2 act
c1ccc(-n2c(-c3ccncc3)nnc2-c2cccs2)cc1	1%	4	-2	1%	-13%	0%	-7	0.0%	-1	14	3%
CCN=C(Nc1ccc(Cl)cc1)c1cccnc1	-1%	5	·	1%	·	-1%	0	3.3%	3	3	0%
O=C1COc2ccc(C(=O)COC(=O)Cn3cnc4ccccc43)cc2N1	2%	-26	1	-1%	-1%	3%	0	-0.7%	-6	-2	-11%
N#CCSc1nnc(CNc2ccc(F)cc2)o1	-3%	2	-1	0%	6%	-3%	-12	-0.6%	-1	0	1%
O=C(NCc1ccccc1)Oc1cccc(Cl)c1	15%	0	3	-3%	2%	-2%	-2	-0.4%	0	2	5%
COC(=O)c1cc(OC)c(OC)cc1NC(=O)c1cc(OC)cc(OC)c1	-3%	-12	5	4%	-3%	3%	3	-0.8%	-2	-11	-11%

Screening data deposited in PubChem by National Center for Advancing Translational Sciences (NCATS).

Some of the compounds tested; count on the stated rates, not on these rows.
